GalR3 antag: blocks the human galanin receptor 3; HEK293 GalR3-CNG cAMP membrane potential fluorescence; galR3 body fused to GalR1 C-terminus; 0.44% of 360,000 active; inhibition, % at 3 µM;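 active = inhibition above the screen-wide average plus 3 SD, cut at about 13% in these data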;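 note: forskolin and galanin both at EC90 stimulate the cells; cAMP rise reported by CNG channel membrane potential dye signal; 0% = forskolin plus galanin with DMSO and 100% = forskolin alone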
Target sequence (O60755 1-299 limits assumed): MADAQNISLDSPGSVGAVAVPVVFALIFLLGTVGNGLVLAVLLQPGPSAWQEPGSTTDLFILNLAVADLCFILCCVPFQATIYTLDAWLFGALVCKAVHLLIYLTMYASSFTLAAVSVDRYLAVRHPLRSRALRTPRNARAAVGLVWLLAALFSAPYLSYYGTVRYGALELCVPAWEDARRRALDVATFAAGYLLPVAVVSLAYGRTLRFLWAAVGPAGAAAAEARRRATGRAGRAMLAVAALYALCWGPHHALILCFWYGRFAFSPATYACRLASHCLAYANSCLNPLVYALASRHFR
CRFR2-BP antag: CRF-BP/CRF-R2 complex antagonism; HEK293 CRF-R2/CRF-BP, CRF-induced calcium fluorescence; inhibition, % at 11.8 µM; 0.59% of 350,000 active; AID 588475;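 active = inhibition of the ligand-induced calcium signal above about 50% at the single tested concentration, limit read from the data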
* marks the source's active call; other numbers are inactive results. Only part of the results is shown, so the mix of outcomes need not match the whole.

Screens in order – GalR3 antag | CRFR2-BP antag
COc1ccccc1N1CCN(c2ccc3c(c2)S(=O)(=O)c2cccc(C(=O)NCC4CC4)c2C3=O)CC1
  -4.6 | -9.3
CC(=O)Nc1cccc(C(=O)NN2C(=O)NC3(CCC(C)CC3)C2=O)c1 (configuration not stated)
  -0.1 | -10.8
COc1ccccc1C(=O)NNC(=O)c1cc2ccccc2cc1O
  -4.2 | -5.0
COc1ccc(CCN2CC(C(=O)N(C)Cc3ccccn3)CCC2=O)cc1 (configuration not stated)
  0.3 | -1.4
Cc1ccc([C@@H]2C[C@H]3[C@@H](CN2S(=O)(=O)c2ccc(C)cc2)C(=O)C[C@@H](c2cccc(Cl)c2)N3S(=O)(=O)c2ccc(C)cc2)cc1
  -5.6 | 1.0
COc1ccc2cc(C3=CC(=O)CC(C)(C)C3=O)ccc2c1
  -8.4 | -4.4
C#CCN(C[C@@H]1[C@@H](OC(=O)NCc2ccco2)[C@@H](OC(=O)NCc2ccco2)CN(C(=O)OC(C)C)N1C(=O)OC(C)C)S(=O)(=O)c1ccc(C)cc1
  -2.5 | 28.1
CC1=C(C(=O)N(C)C)CC(CC(=O)NCC2CCCCC2)C(=O)N1Cc1ccccc1 (configuration not stated)
  -3.4 | 19.9
Cc1ncc(C(O)c2ccccc2)n1Cc1ccccc1 (configuration not stated)
  -1.6 | -0.4
Cc1ccccc1NC(=O)c1cc(-c2ccco2)nc2ccccc12
  -2.9 | -8.2
CCCNC(=O)C[C@H]1C[C@H]2c3cc(NC(=O)Nc4ccc(F)cc4)ccc3O[C@H]2[C@@H](CO)O1
  2.0 | -26.0
Cc1cc(C)cc(NC(=O)C2CCCCN2S(=O)(=O)c2ccccc2)c1 (configuration not stated)
  -4.3 | 8.9
COc1ccc(C#Cc2ccc3c(c2)O[C@@H](CN(C)C(=O)Nc2cccc(OC)c2)[C@H](C)CN([C@@H](C)CO)S3(=O)=O)cc1
  -2.6 | -3.5
Cc1ccc(OCC(=O)OCC(=O)NC2CCS(=O)(=O)C2)cc1C (configuration not stated)
  -5.3 | 12.2
CCN(CC)S(=O)(=O)c1ccc(N2CCOCC2)c(NS(=O)(=O)c2ccc(Cl)s2)c1
  -7.0 | 8.4

Next part.
Screens in order – GalR3 antag | CRFR2-BP antag
COc1ccc(C(=O)Nc2ccccc2C(=O)Nc2ccccc2)cc1
  -0.7 | -12.7
C[C@H]1CN([C@@H](C)CO)C(=O)c2cc(Br)cnc2O[C@H]1CN(C)C(=O)c1cccnc1
  -4.5 | -0.5
COc1ccccc1NC(=O)N(C)C[C@H]1Oc2ncc(Br)cc2C(=O)N([C@H](C)CO)C[C@H]1C
  -5.6 | -14.2
Cc1ccc(C(=O)O)cc1NC(=O)CCc1c(C)noc1C
  -7.8 | 0.5
CCN1C(=O)[C@H]2[C@@H](c3ccc(OC)cc3)N[C@]3(CCCN(Cc4cccn4C)C3=O)[C@H]2C1=O
  -2.2 | -4.7
COc1cc2c(cc1OC)C(c1c(-c3c(Cl)cccc3Cl)noc1C)=NCC2
  -3.0 | 2.1
CCOC(=O)C(=NO)C1=CSC2=NNC(C)(C)N12
  -1.5 | -10.9
Cc1nc(NC(=O)C(C)(C)C)sc1-c1csc(N)n1
  -6.7 | -11.6
COc1ccc(C=C2CCC3C(CCCC34OCCO4)C2=O)cc1 (configuration not stated)
  -5.9 | 27.0
C[C@@H]1CN([C@@H](C)CO)C(=O)c2cc(Br)cnc2O[C@H]1CN(C)S(=O)(=O)c1ccccc1
  -1.6 | -15.0
S=C1SCN(Cc2cccs2)CN1Cc1cccs1
  -5.5 | 2.6
CC1C=CC(C)C(C(=O)c2ccccc2)C1C(=O)c1ccccc1 (configuration not stated)
  -3.8 | 15.3
CC(=O)Nc1ccc(S(=O)(=O)Nc2nnc(C)s2)cc1
  -8.4 | 1.5
CCCc1c(C(=O)N/N=C(\C)c2cc(C)sc2C)nnn1-c1nonc1N
  -0.6 | -9.9
CN(C)S(=O)(=O)N1CCC(Oc2ccc(C(=O)N3CCCCCC3)cc2)CC1
  -4.2 | 10.5

Going on with the list:
Screens in order – GalR3 antag | CRFR2-BP antag
CC(CNC(=O)CCCn1c(=O)c2cccn2c2cccnc21)c1ccccc1 (configuration not stated)
  1.8 | 6.5
CCOC(=O)N1CCN(C2=C(NS(=O)(=O)c3ccc(Br)cc3)C(=O)c3ccccc3C2=O)CC1
  1.4 | 27.8
C=CCC(=O)N1CCC(n2nccc2NC(=O)c2ccc3c(c2)OCO3)CC1
  -2.6 | 43.6
CC(=O)c1ccc(S(=O)(=O)Nc2ccc(C(=O)NCC(c3ccco3)N3CCCC3)cc2)cc1 (configuration not stated)
  -4.8 | -17.6
Cc1ccc([C@H]2C[C@@H](O)[C@H](n3cc(C4CC4)nn3)CN2CC2CCCCC2)cc1
  -7.5 | -11.1
CCOc1ccccc1C(=O)NCC(=O)NNC(=O)c1csc(N2CCOCC2)n1
  -2.2 | -14.0
O=C(O)c1cc2ccccc2c2c1C(=O)c1ccccc1-2
  -0.2 | -27.5
C[C@H]1CN([C@@H](C)CO)C(=O)CCCn2nncc2CO[C@@H]1CN(C)C(=O)Nc1ccc(N2CCCCC2)cc1
  1.1 | 0.5
C[C@H]1CN([C@@H](C)CO)C(=O)c2cc(Br)cnc2O[C@H]1CN(C)Cc1ccc(Oc2ccccc2)cc1
  -7.1 | 22.3
C[C@@H]1CN([C@H](C)CO)C(=O)CCCn2nncc2CO[C@H]1CN(C)Cc1ccc(O)cc1
  -0.2 | -11.2
COc1ccc(Cl)cc1NC(=O)CSc1nc2[nH]ncc2c(=O)[nH]1
  -6.9 | -1.5
COCCCN(C(=O)C1=COCCO1)c1c(N)n(Cc2ccccc2)c(=O)[nH]c1=O
  -3.5 | -3.8
COc1cc(NC(=O)C(C)(C)C)c(C(=O)OCC(=O)Nc2cc(C)on2)cc1OC
  -5.5 | -9.8
CC(C)[C@H](NC(=O)OCc1ccccc1)C(=O)OCC(=O)NCc1ccco1
  -2.8 | 7.6
O=C(NC(=S)Nc1cccc(O)c1)C12CC3CC(CC(C3)C1)C2
  -6.1 | -17.0

Later entries:
Screens in order – GalR3 antag | CRFR2-BP antag
COc1ccc(NC(=O)C[C@H]2C(=O)N(CCc3ccccc3)C[C@@H]2c2ccc(OC)cc2)cc1
  -5.1 | 12.4
Cc1ccc(C(C)C)cc1-n1nnc(-c2cccc(Cc3ccc4ccccc4c3)c2)c1C(C)O (configuration not stated)
  4.7 | 0.9
O=C1CC2(CCCC2)C(=O)N1CN1CCN(S(=O)(=O)c2cc(F)ccc2F)CC1
  -5.3 | -3.5
Cc1ccccc1CN(C)C[C@H]1OCc2cnnn2CCCC(=O)N([C@@H](C)CO)C[C@@H]1C
  -6.2 | 5.6
CC(C)CC1C(=O)N(Cc2cn(CCC3OCCO3)nn2)CCS(=O)(=O)N1Cc1ccc(-c2ccc(Cl)c(Cl)c2)cc1 (configuration not stated)
  -5.9 | -10.7
CNC[C@@H]1OCc2cnnn2CCCC(=O)N([C@H](C)CO)C[C@H]1C
  -3.3 | -0.5
C[C@@H]1CN([C@H](C)CO)C(=O)CCCn2nncc2CO[C@H]1CN(C)C(=O)NC1CCCCC1
  0.3 | 16.5
O=C(NCc1nnc(SCC(=O)N2CCOCC2)o1)c1ccccc1
  -3.5 | -4.2
Cc1ccc(S(=O)(=O)N2CCCC2CNC(=O)C(=O)NCc2ccc3c(c2)OCO3)cc1 (configuration not stated)
  -5.0 | 6.1
CCCOc1ccc(C(=O)NC(=S)N2CCN(c3ncc4c(=O)c(C(=O)O)cn(CC)c4n3)CC2)cc1
  -0.5 | 8.2
CCCNC(=S)NC1CC2CCCC(C1)N2Cc1ccccc1OC (configuration not stated)
  -3.9 | 1.5
CC(OC(=O)Cc1n[nH]c(=O)c2ccccc12)C(=O)N(C)c1ccccc1 (configuration not stated)
  -4.3 | -17.8
COc1ccc(N2CCN(C(=O)c3ccc4c(c3)NC(=O)C(CSCc3ccccc3F)N4)CC2)cc1 (configuration not stated)
  -6.8 | 13.7
COc1ccccc1C(=O)C1CCCN(C(=O)c2ccc(Cl)cc2)C1 (configuration not stated)
  -4.5 | 10.0
Cc1ccc(-n2ncc3c(=O)n(-c4cccc(C)c4)c(=O)[nH]c32)cc1
  -4.4 | -7.9

(cont.)
Screens in order – GalR3 antag | CRFR2-BP antag
O=C(CNc1ccc(Br)cc1)Nc1ccc(S(=O)(=O)N2CCCCC2)cc1
  -8.3 | -7.7
Cc1[nH]ccc2cc3nc4ccccc4c3cc12
  -1.9 | -6.2
Cc1ccccc1NC(=O)COC(=O)c1ccc(C)c(S(=O)(=O)N2CCCCC2)c1
  -5.1 | -8.4
O=C1OCCC1=COCCOC=C1CCOC1=O
  -5.7 | 18.8
C#CCN(C[C@H]1[C@H](OC(=O)NC2CCCC2)[C@H](OC(=O)NC2CCCC2)C[C@@H](C(=O)OC)[C@H]1C(=O)OC)S(=O)(=O)c1ccc(C)cc1
  -6.1 | 2.6
O=C(COC(=O)Cc1ccc(Cl)c(Cl)c1)NCCc1ccccc1
  0.1 | -5.1
COc1ccc(C(C#N)CC(=O)c2ccc(OC)c(OCc3ccccc3)c2)cc1OC (configuration not stated)
  -3.2 | 7.5
Cc1c(NC(=O)c2cccc(NC(=O)C(C)Oc3ccccc3)c2)c(=O)n(-c2ccccc2)n1C (configuration not stated)
  -5.9 | -6.3
COc1cc(-c2ccc3cc(OC)c(OC)c(OC)c3c2)cc(OC)c1OC
  -2.0 | 58.2*
COc1ccc(S(=O)(=O)N(C)C[C@H]2OCc3cnnn3CCCC(=O)N([C@H](C)CO)C[C@H]2C)cc1
  -6.6 | -6.4
CC1(C)OC2COC(c3[nH]nc4c(=O)[nH]c(=O)[nH]c34)C2O1 (configuration not stated)
  -0.1 | -9.0
COc1ccc2oc(C(=O)OCC(=O)Nc3ccc(C)c(S(=O)(=O)N4CCOCC4)c3)c(C)c2c1
  -8.6 | -10.1
COc1cccc(-c2cc3nc(C)cc(N4CCN(C(=O)c5ccoc5)CC4)n3n2)c1
  -5.2 | -1.6
O=c1oc(-c2ccc(Cl)cc2[N+](=O)[O-])nc2ccccc12
  -1.4 | -1.2
Cc1ccc(S(=O)(=O)N(C)C)cc1NC(=O)CN1C(=O)NC2(CCc3ccccc32)C1=O (configuration not stated)
  -2.2 | 1.7

Compounds shown so far that contain fluorine:
Screens in order – GalR3 antag | CRFR2-BP antag
CCCNC(=O)C[C@H]1C[C@H]2c3cc(NC(=O)Nc4ccc(F)cc4)ccc3O[C@H]2[C@@H](CO)O1
  2.0 | -26.0
O=C1CC2(CCCC2)C(=O)N1CN1CCN(S(=O)(=O)c2cc(F)ccc2F)CC1
  -5.3 | -3.5
COc1ccc(N2CCN(C(=O)c3ccc4c(c3)NC(=O)C(CSCc3ccccc3F)N4)CC2)cc1 (configuration not stated)
  -6.8 | 13.7

Following part.
Screens in order – GalR3 antag | CRFR2-BP antag
CCOc1ccc(S(=O)(=O)N2CCOCC2)cc1NC(=O)CN1C(=O)NC(C)(C2CC2)C1=O (configuration not stated)
  -5.2 | 6.2
Cc1ccccc1C(=O)OCC(=O)Nc1cccc(S(=O)(=O)N2CCCCC2)c1
  -8.3 | 1.6
Cc1ccc([C@H]2C[C@H](O)[C@@H](n3cc(COC(=O)c4ccccc4)nn3)CN2CC2CCCCC2)cc1
  -4.8 | -11.8
CC1=C(C(=O)N2CCOCC2)CC(CC(=O)NC2CC2)C(=O)N1Cc1ccccc1 (configuration not stated)
  0.4 | -1.1
COc1ccc(Nc2nnc(SCC(=O)NC3CCCC3)s2)cc1
  -6.2 | 12.6
CC1CCCN(CCCNC(=O)c2ccc3c(c2)N(Cc2cccc(Cl)c2)C(=O)c2ccccc2S3=O)C1 (configuration not stated)
  -8.0 | -22.9
Cc1ccc(C(=O)OCC(=O)Nc2ccc(C)c(S(=O)(=O)N3CCCCC3)c2)c(O)c1
  -6.5 | -0.1
CN(C(=O)c1ccc(Cl)cc1)c1ccc(OCC(=O)Nc2cc(C(=O)O)ccc2Cl)cc1
  -1.6 | -4.7
C#CCN(C[C@H]1[C@H](OC(=O)NC2CCCC2)[C@H](OC(=O)NC2CCCC2)C[C@H]2C(=O)N(c3ccccc3)C(=O)[C@@H]12)S(=O)(=O)c1ccc(C)cc1
  -6.5 | 45.2
CCCNC(=O)N(C)C[C@@H]1Oc2cc(C#CC(C)(C)O)ccc2S(=O)(=O)N([C@H](C)CO)C[C@H]1C
  -7.5 | 1.7
Cc1ccc(OCC(=O)Nc2ccc3c(c2)nc(CCN2CCN(c4ccccn4)CC2)n3C)cc1
  -7.9 | 1.1
CC(C)(C)OC(=O)N1Cc2cc3ccccc3nc2C1
  -2.0 | -7.5
Cc1ccc(S(=O)ONc2cccc(NOS(=O)c3ccc(C)cc3)c2)cc1 (configuration not stated)
  -4.5 | 9.0
Cc1ccc(C(=O)OCC(=O)NC2CCCC(C)C2C)s1 (configuration not stated)
  -2.0 | 6.9
Cc1csc(SCC(=O)Nc2cc(F)ccc2C)n1
  -3.2 | -7.4

(next part)
Screens in order – GalR3 antag | CRFR2-BP antag
CC1NC(=O)c2cc3ccccc3cc2-n2c1nc1cc(Cl)ccc1c2=O (configuration not stated)
  -6.5 | -15.0
CCOC(=O)c1cc(-c2sc(NC(=O)c3ccccc3)nc2C)n(-c2ccc(Br)cc2)n1
  -4.8 | -25.2
CCN(CC)CCOc1ccc(-c2c(C)c3c(ccc4ccccc43)oc2=O)cc1
  -7.3 | 11.9
C[C@@H]1CN([C@H](C)CO)C(=O)CCCn2nncc2CO[C@H]1CN(C)Cc1ccc(-c2ccccc2)cc1
  -1.0 | 16.1
COC(=O)C[C@H]1C[C@@H]2c3cc(NC(=O)Nc4ccccc4)ccc3O[C@@H]2[C@@H](CO)O1
  -1.3 | -4.2
C[C@H]1CN([C@@H](C)CO)S(=O)(=O)c2ccc(Br)cc2O[C@@H]1CN(C)C(=O)C1CCOCC1
  -6.2 | -1.8
